FadD28 binding – inhibitors of Mycobacterium tuberculosis FadD28 bisubstrate binding | AID 588549 | actives 0.22% (n = 360,000) | inhibition, % at 12.5 µM | FadD28 bisubstrate probe binding, fluorescence polarization; in the data active = inhibition above about 8.5%, passing the limit was not always enough; inconclusive = no clear call, values can overlap the other calls
Mtb UGM inh – inhibitors of M. tuberculosis UDP-galactopyranose mutase; actives 0.06% (n = 320,000); inhibition, % at 10 µM; AID 504406; P9WIQ1; purified UGM, fluorescence polarization probe displacement; in the data active = inhibition above about 10%, passing the limit was not always enough; inconclusive = no clear call, values can overlap the other calls
Target sequence (P9WIQ1 whole entry, looked up): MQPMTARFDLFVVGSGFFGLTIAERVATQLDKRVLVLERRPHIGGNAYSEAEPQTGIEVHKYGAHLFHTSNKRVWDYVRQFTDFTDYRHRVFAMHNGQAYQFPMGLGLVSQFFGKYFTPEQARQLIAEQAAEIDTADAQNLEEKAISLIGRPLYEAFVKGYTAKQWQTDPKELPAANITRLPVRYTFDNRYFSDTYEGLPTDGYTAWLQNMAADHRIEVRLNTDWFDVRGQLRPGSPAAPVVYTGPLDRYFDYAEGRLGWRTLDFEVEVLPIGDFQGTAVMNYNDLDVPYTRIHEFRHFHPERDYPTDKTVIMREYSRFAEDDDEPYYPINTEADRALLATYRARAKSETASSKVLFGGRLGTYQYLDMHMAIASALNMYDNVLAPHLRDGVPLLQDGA
PrPC surface inh – reduces human prion protein on the cell surface. P04156. cell surface PrPC, TR-FRET read-out. inhibition, % at 13.8 µM. actives 0.43% (n = 370,000). AID 720596; in the data active = inhibition above about 24%; note: 0% = median of the test wells and 100% = reference compound wells
CCHFV vOTU inh – CCHFV vOTU protease inhibition; Pep-AMC fluorescence; inhibition, % at 11.5 µM; actives 0.55% (n = 370,000); AID 651958; note: 0% = vehicle wells with enzyme and 100% = no enzyme wells
BoNT-A LC inh2 – blocks Botulinum neurotoxin A light chain protease; inhibition, % at 10 µM; actives 0.17% (n = 360,000); multiplex microsphere protease substrate cleavage, flow cytometry; AID 588499; in the data active = inhibition above about 30%; inconclusive = no clear call, values can overlap the other calls; note: plate controls were buffer without enzyme for full effect and enzyme alone for no effect
BoNT-F LC inh – blocks Botulinum neurotoxin F light chain protease; actives 0.22% (n = 360,000); Multiplex microsphere protease cleavage assay, flow cytometry; inhibition, % at 10 µM; AID 588497; in the data active = inhibition above about 35%, passing the limit was not always enough; inconclusive = no clear call, values can overlap the other calls; note: plate controls were buffer without enzyme for full effect and enzyme alone for no effect
FBA Mtb inh – inhibitors of M. tuberculosis fructose-bisphosphate aldolase; P9WQA3; AID 588726; inhibition, % at 1 µM; purified M. tuberculosis FBA, fluorescence read-out; actives 2.3% (n = 360,000); in the data active = inhibition above about 27%;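 note: 0% = vehicle and 100% = reference inhibitor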
Target sequence (P9WQA3 whole entry, looked up): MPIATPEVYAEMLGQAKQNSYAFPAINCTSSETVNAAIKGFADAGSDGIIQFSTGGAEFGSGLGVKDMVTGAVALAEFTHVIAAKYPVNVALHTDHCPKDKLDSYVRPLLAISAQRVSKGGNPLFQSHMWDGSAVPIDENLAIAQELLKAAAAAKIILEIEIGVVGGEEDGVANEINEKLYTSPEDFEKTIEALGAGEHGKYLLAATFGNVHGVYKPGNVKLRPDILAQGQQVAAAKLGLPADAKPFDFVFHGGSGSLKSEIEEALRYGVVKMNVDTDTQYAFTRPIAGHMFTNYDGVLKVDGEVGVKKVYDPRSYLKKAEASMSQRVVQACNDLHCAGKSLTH
Mtb BioA inh – inhibitors of Mycobacterium tuberculosis BioA enzyme | purified M. tuberculosis BioA enzyme, plate reader | inhibition, % at 9.99 µM | actives 0.096% (n = 360,000) | AID 602481; in the data active = inhibition above about 40%; inconclusive = no clear call, values can overlap the other calls
GDH-TPI inh – GDH-TPI coupled enzyme inhibition counter-screen; inhibition, % at 4.8 µM; actives 1.2% (n = 360,000); AID 588335; GDH-TPI coupled enzyme counterscreen, NADH absorbance;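 note: 0% = DMSO wells and 100% = wells lacking the enzyme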
* = called active by the depositor; ? = inconclusive; . = not tested or not shown; & = joins results of further samples. Cut-off read from the data, not from the text of the source, unless noted: active = inhibition above about 30%; inactive = the rest.

SMILES	FadD28 binding	Mtb UGM inh	PrPC surface inh	CCHFV vOTU inh	BoNT-A LC inh2	BoNT-F LC inh	FBA Mtb inh	Mtb BioA inh	GDH-TPI inh
COc1ccc(-c2cc(C(=O)O)[nH]n2)cc1OC	0.0	2.1	9	5	-0.6	-6	1	-1.7	4
O=S(=O)(Cc1ccc(Cl)cc1Cl)c1ccc(Cl)cc1	-3.6	.	17	-2	-4.1	17	1	-2.2	2
CCOc1cc(/C=C2/NC(=O)N(CC(=O)Nc3cccc(C)c3)C2=O)ccc1OCC(N)=O	4.0	-1.4	-22	-6	-1.0	1	3	.	38*
Cc1cccc(OCCCC(=O)Nc2ccc(S(=O)(=O)Nc3nccs3)cc2)c1C	-1.2	3.2	-3	9	-1.4	3	-3	1.7	-6
Cc1cc(NS(=O)(=O)c2ccc(NC(=O)c3ccccc3C)cc2)no1	.	0.3	-2	19	-0.6	-6	3	.	-2
Cc1cc(NC(=O)CN2CCN(c3ccc(O)cc3)CC2)no1	-3.8	-0.6	-8	-8	-0.1	2	0	0.0	2
Cc1ccsc1C(=O)OCC(=O)Nc1ccc(Cl)cn1	-5.9	-0.9	-3	2	-1.7	0	-4	-1.9	-2
Cn1ncc(Br)c1C(=O)N1CCc2ccccc21	0.4	-0.2	-2	1	1.2	7	2	1.0	4
CCc1cccc(CC)c1NC(=O)CSc1nnc(C2CC2)n1C	-1.8	1.4	2	-3	1.0	8	1	0.2	-8
Cc1ccc(NC(=O)CN(C2=NC3CS(=O)(=O)CC3S2)c2ccccc2)cc1 (configuration not stated)	0.9	.	3	-2	-0.6	0	-1	-1.7	2
CCCN(CCC)Cc1c(C(=O)N/N=C/c2ccoc2)nnn1-c1nonc1N	-10	-0.4	6	-9	2.9	-2	-1	3.7	-12
CC(C)(C)NC(=O)C12CC3CC(CC(Cl)(C3)C1)C2	-1.8	-1.9	6	-4	-1.1	-6	1	.	1
CC(C)C(NC(=O)COc1ccc2ccccc2c1)C(=O)N/N=C/C=C/c1ccccc1 (configuration not stated)	0.8	-1.6	1	-9	-0.8	-1	4	.	12
COC(=O)c1ccc(C2=NOC(C)(c3sc(-c4ccc(Cl)cc4)nc3C)C2)cc1 (configuration not stated)	-1.8	2.3	0	1	0.3	-9	1	-2.0	7
Cc1ccc(Cl)cc1NC(=O)CNCC(c1ccccc1)N(C)C (configuration not stated)	-2.0	-0.3	0	3	-2.3	-11	3	-0.6	9
CCCCCCCN(c1ccccc1)[C@@H]1C[C@H]2CCCC(=O)N3CC[C@@H](C1)[C@@H]23	-3.9	.	6	27	-0.1	-2	-3	-1.4	3
Cc1cccc(C)c1OCc1cc(C(=O)N(C)Cc2cc(C3CC3)n[nH]2)no1	-1.7	-1.0	1	18	-0.4	-8	-1	2.2	10
Cc1ccccc1-c1nc(C#N)c(N2CCC(C)CC2)o1	-2.5	-1.0	-6	5	-0.3	-11	48*	-3.0	12
O=C(CN1CCCC1)Nc1ccc2c(c1)CCC2	-2.2	-2.6	3	-9	-0.2	1	4	.	-10
O=C(O)COc1ccc(NC(=O)c2ccc3c(c2)C(=O)N(CC2CCCO2)C3=O)cc1 (configuration not stated)	-3.1	.	-3	0	-0.2	4	-1	.	16

Arranged by length of the SMILES (descending): part of the list above.
SMILES	FadD28 binding	Mtb UGM inh	PrPC surface inh	CCHFV vOTU inh	BoNT-A LC inh2	BoNT-F LC inh	FBA Mtb inh	Mtb BioA inh	GDH-TPI inh
CCOc1cc(/C=C2/NC(=O)N(CC(=O)Nc3cccc(C)c3)C2=O)ccc1OCC(N)=O	4.0	-1.4	-22	-6	-1.0	1	3	.	38*
Cc1ccccc1-c1nc(C#N)c(N2CCC(C)CC2)o1	-2.5	-1.0	-6	5	-0.3	-11	48*	-3.0	12
Cn1ncc(Br)c1C(=O)N1CCc2ccccc21	0.4	-0.2	-2	1	1.2	7	2	1.0	4

(continued)
SMILES	FadD28 binding	Mtb UGM inh	PrPC surface inh	CCHFV vOTU inh	BoNT-A LC inh2	BoNT-F LC inh	FBA Mtb inh	Mtb BioA inh	GDH-TPI inh
CCC(COC(=O)c1cc(OC)c(OC)c(OC)c1)(c1ccccc1)N(C)C (configuration not stated)	-1.1&-2.8	0.6&-1.0	-3&-8	0&0	-0.5&-0.5	-3&-1	7&0	2.2&2.6&2.1	17&10
COCC(C)NC(=O)c1noc2c1CCc1cc(OC)ccc1-2 (configuration not stated)	-0.5	-1.6	8	-5	-0.3	2	5	-0.1	18
CCOc1ccc(Cc2nnc(SCC(=O)Nc3ccccc3)n(N)c2=O)cc1	0.0	1.5	8	3	-0.5	10	5	-0.4	1
O=C(NC1CCCCC1)[C@H](O)[C@@H](O)C(=O)NC1CCCCC1	-0.7	4.5	-5	4	0.6	-6	6	0.3	-2
Cc1nn(CC(=O)NC(=O)c2ccccc2)c(C)c1[N+](=O)[O-]	-1.6	-0.8	3	-3	-0.8	-10	1	-0.5	8
CCN(CC)c1ccc(C=Nc2ccc(C)cc2C)c(O)c1	1.5	-2.4	-4	-4	37*	7	-2	.	28
CN(C(=O)CSc1nnc(CNC(=O)c2ccccc2)o1)c1ccccc1	-2.6	0.8	-1	-4	-0.5	0	-1	-0.4	0
Cc1ccc(-c2csc(NC(=O)CN3CCC(C(N)=O)CC3)n2)cc1	0.9	3.2	9	-7	-0.6	-18	-1	-0.5	3
CN(C)CCCCCCCCCCC(=O)/C=N/O	-1.1	-0.3	-4	-7	0.7	0	1	-2.8	-2
COCCn1c(SCC(=O)c2c[nH]c3ccccc23)nnc1-c1ccncc1	-0.9	.	.	.	13	-3	3	.	1
CC(C)c1ccc(C2CC(c3ccc(Br)cc3)=NN2C(N)=S)cc1 (configuration not stated)	-1.3	-0.8	3	-3	4.1	-2	4	.	19
O=C(N/N=C/c1ccco1)Nc1ccccc1	-0.8	2.4	-8	17	3.4	19	-1	-0.4	9
CC(Sc1ccc(Br)cc1)C(N)=O (configuration not stated)	-3.2	-2.3	-1	-10	-1.1	-5	0	-0.3	-6
CCSc1nc(=O)n(-c2ccccc2)c(C)c1C(C)=O	-1.2	1.7	3	-5	0.1	-4	0	.	3
CCCCCCCCOC(=O)/C=C/c1c(C)[nH]c(=O)[nH]c1=O	-3.2	-2.4	1	1	0.2	0	0	-2.8	7
O=C(/C=C(\c1ccc(Cl)cc1)n1cncn1)c1ccc(Cl)cc1	-0.5	3.3	.	.	-0.8	-10	2	0.5	5
CN(Cc1ccc2c(c1)CCCN2C)C(=O)[C@H]1O[C@@H](n2cnc3c(N)ncnc32)[C@H](O)[C@@H]1O	-3.2	.	2	-6	0.4	4	-2	1.5	.
Fc1ccc(/C=N/Nc2ccccn2)cc1	1.9	2.2	12	-4	-0.1	-1	-1	.	14
Clc1ccc(N2CCN(c3cnc4ccccc4n3)CC2)cc1	1.3	-3.1	-3	0	0.5	2	1	-1.3	-3
CN(C)C(=O)CNC(=O)CN1C(=O)NC2(CCCc3sccc32)C1=O (configuration not stated)	-3.3	0.0	-11	6	-2.0	15	-1	-9.6	-7
CCOC(=O)c1ccccc1NC(=O)c1ccc2nccnc2c1	-0.6	-0.5	-2	6	0.5	-3	1	.	4
CCN(C(=O)COC(=O)CC(C)c1ccccc1)c1c(N)n(Cc2ccccc2)c(=O)[nH]c1=O (configuration not stated)	0.2	-1.4	-1	-14	-3.2	-7	3	-0.8	-1
C=CCC1(CC=C)CCCN1C(=O)CC1C(=O)NCCN1Cc1ccccc1OC (configuration not stated)	1.3	-2.2	-4	7	0.7	-3	1	.	4
CN(C)c1ccc(/C=C(/NC(=O)c2ccccc2)C(=O)NCCN2CCOCC2)cc1	-3.1	-8.1	-4	15	-0.4	4	-3	-2.5	28
COc1ccc(N2CCN(C(=O)C3CCN(S(=O)(=O)c4c(C)noc4/C=C/N(C)C)CC3)CC2)cc1	0.1	-6.9	-4	5	1.5	-13	-1	-0.2	44*
CN(C(=O)CSc1nnc(Nc2ccccc2)s1)C1CCS(=O)(=O)C1 (configuration not stated)	-1.0	0.2	5	4	0.8	-3	-1	.	3
CCOC(=O)c1cc(CN2CCOCC2)oc1-c1ccccc1	-0.8	-0.6	2	7	-3.1	-34	3	-0.4	-2
CCOC(=O)c1c(C)c(C(=O)N2CCC3(CC2)OCCO3)c(C)n1CC	-1.0	0.9	-6	-3	?	13	-2	.	11
CC(N=Cc1ccccc1O)c1ccccc1 (configuration not stated)	2.1	-1.0	0	-9	-0.9	-8	1	5.5	19
Cc1cnc(C(=O)OCC(=O)Nc2cc(-c3cc(C)c(C)cc3C)nn2-c2ccccc2)cn1	-2.7	0.2	1	-1	-1.4	3	2	0.8	6
CN(Cc1ccccc1)C(=O)C1CCC(CNS(=O)(=O)c2cccc3cccnc23)CC1 (configuration not stated)	-3.6	-2.8	3	4	-1.2	0	-1	.	4
CN(C(=O)COC(=O)CCc1nc2ccccc2c(=O)[nH]1)C1CCS(=O)(=O)C1 (configuration not stated)	-0.5	0.7	8	3	0.1	-1	6	.	-3
COc1ccc(-n2ncc3c(=O)n(CC(C)=O)cnc32)cc1	-2.4	-2.0	5	-4	61*	?	2	1.1	-2
O=C(N/N=C\c1c(O)ccc2ccccc12)c1cncc(Br)c1	-1.1	3.9	-1	-1	42*	26	-5	-4.6	26
CC(=O)N1CCOc2ccc(S(=O)(=O)NCCc3ccc(S(N)(=O)=O)cc3)cc21	-2.3	-1.1	-2	-6	-1.0	2	4	0.7	6
CCOc1ccc(CNC(=O)c2ccc(Sc3ccc(C)cc3)c(NC(C)=O)c2)cc1OC	-0.5	1.3	-2	8	0.1	0	2	.	3
CC1(OC(=O)CCc2ccccc2)C(=O)C=C2C=C(c3ccc(C#N)cc3)N(CCN3CCOCC3)C=C2C1=O (configuration not stated)	-2.2	0.8	-7	9	1.0	-12	-1	-1.2	2
O=C(Oc1ccc(Nc2ncnc3ccccc23)cc1)c1cccnc1	-3.1	.	-1	-6	0.3	-4	-2	1.0	8
COc1ccc(NC(=O)Nc2cc(C)ccc2OC)cc1	-0.2	0.6	12	24	0.7	20	-6	-0.5	2
Cc1cccnc1C(NC(=O)C1CCN(CCCc2ccccc2)CC1)c1ccc(Cl)cc1 (configuration not stated)	?	.	-7	-2	-0.2	-7	-2	0.0	8
Cc1c(C(=O)NCc2ccccc2F)oc2ccccc12	-3.6	1.1	-5	0	-0.4	3	2	0.7	2
COc1cc(C(=S)N2CCCC2)ccc1O	-0.4	-0.5	3	-10	1.9	2	1	1.0	3
Cn1cc(CN2CCCC(C(=O)c3ccc(-c4ccccc4)cc3)C2)cn1 (configuration not stated)	-1.3	1.4	5	12	0.5	-1	2	-0.1	1
COc1ccc(OC)c(S(=O)(=O)Nc2cc3c4c(c2)CCC(=O)N4CCC3)c1	-1.1	2.2	3	-4	-6.5	-7	0	-0.5	7
O=P(O)(O)C12CC3CC(CC(C3)C1)C2	-2.6	-1.5	2	14	1.6	6	-1	.	8
Cc1cc(C)c(OCC(=O)OCC(=O)NCC2CCCCC2)c(C)c1	-3.0	1.2	-2	11	-0.4	4	-1	-0.6	-5
CCCCCCCCCC1NC(C(=O)O)Cc2c1[nH]c1ccccc21 (configuration not stated)	-3.2	.	8	9	-0.1	1	3	2.0	-3
CCOc1ccc(C(CC(=O)O)NC(=O)c2cccs2)cc1 (configuration not stated)	-2.2	-1.4	2	-10	-3.4	-25	1	-1.7	-2
CC1(C(=O)NS(=O)(=O)c2ccccc2)CCN1C(=O)CCc1ccccc1 (configuration not stated)	-2.3	.	-2	-1	0.0	-1	2	-1.7	12
CC1(C(=O)Nc2cccc(Oc3ccccc3)c2)CCN1Cc1ccccc1OC(F)F (configuration not stated)	-2.9	.	13	16	-0.4	-6	-2	0.1	8
CCCn1ncc(C(=O)O)c1C	-4.4	2.9	-11	16	-0.1	-3	0	-1.6	-11
COc1cccc(/C=C/C(=O)c2c(O)cc(C)oc2=O)c1O	-2.1	-3.8	-7	-8	-0.7	-5	-4	-1.2	23

Just BoNT-F LC inh, FBA Mtb inh and Mtb BioA inh, for some of the entries so far:
mol | BoNT-F LC inh | FBA Mtb inh | Mtb BioA inh
CCOc1ccc(C(CC(=O)O)NC(=O)c2cccs2)cc1 (configuration not stated) | -25 | 1 | -1.7
CC1(C(=O)NS(=O)(=O)c2ccccc2)CCN1C(=O)CCc1ccccc1 (configuration not stated) | -1 | 2 | -1.7

Bioassay records as filed in PubChem.
